S100A4 inh HTS = S100A4-myosin IIA interaction inhibition; S100A4/TAMRA-MyoIIA peptide fluorescence polarization; inhibition, % at 10.7 µM; 0.14% of 360,000 active; AID 652163;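 active = mean inhibition of at least 70% across replicates, with every replicate also reaching that level; inconclusive = mean inhibition reaches 70% but some replicates fall short; inactive = mean inhibition below 70%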
Target sequence (P26447 whole entry, looked up): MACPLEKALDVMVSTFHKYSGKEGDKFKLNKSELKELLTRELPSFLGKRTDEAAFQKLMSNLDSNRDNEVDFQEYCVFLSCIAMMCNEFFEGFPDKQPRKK
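assay system = human S100A4 monomer with TAMRA-labelled myosin IIA peptide | also added = labelled myosin peptide probe, 5 nM | incubation = 5 min between mix addition and reading | control set = DMSO and TFP controls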
CASP6 VEID inh = caspase-6 (human) enzyme inhibition; AID 686996; P55212; 0.53% of 350,000 active; purified caspase-6, Z-VEID-R110 cleavage fluorescence; inhibition, % at 12.5 µM;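 active = mean inhibition across replicates at least about 35%, with every replicate also reaching that limit, limit read from the data; inconclusive = only one of the two criteria met; inactive = neither criterion met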;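 also: 0% = median of neutral control wells and 100% = no fluorescence left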
Target sequence (P55212 24-179 limits assumed): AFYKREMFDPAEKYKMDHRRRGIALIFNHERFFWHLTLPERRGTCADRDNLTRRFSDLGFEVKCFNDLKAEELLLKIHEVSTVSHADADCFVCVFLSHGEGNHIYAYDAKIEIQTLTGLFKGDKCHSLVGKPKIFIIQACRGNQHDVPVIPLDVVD
Target sequence (P55212 194-293 limits assumed): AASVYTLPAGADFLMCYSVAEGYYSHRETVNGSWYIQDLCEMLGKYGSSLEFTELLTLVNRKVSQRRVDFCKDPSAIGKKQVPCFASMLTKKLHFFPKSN
SIRT5 block = sirtuin-5 (human) deacylase inhibition. Q9NXA8. Purified SirT5, succinyl-peptide AMC, trypsin-coupled fluorescence. inhibition, % at 15 µM. 1.1% of 330,000 active. AID 652115; in the data active = inhibition above about 15%; inconclusive = no clear call, values can overlap the other calls
Target sequence (Q9NXA8 whole entry, looked up): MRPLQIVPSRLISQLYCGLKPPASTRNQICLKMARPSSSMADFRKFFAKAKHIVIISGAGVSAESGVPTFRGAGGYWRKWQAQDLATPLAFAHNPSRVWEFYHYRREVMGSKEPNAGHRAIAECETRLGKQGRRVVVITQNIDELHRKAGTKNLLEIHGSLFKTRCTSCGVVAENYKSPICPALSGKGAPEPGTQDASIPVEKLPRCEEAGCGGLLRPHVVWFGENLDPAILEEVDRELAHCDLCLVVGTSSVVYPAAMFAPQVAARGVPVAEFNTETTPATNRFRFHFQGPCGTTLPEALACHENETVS
FN deposition inh = fibronectin deposition inhibition. AH1F fibroblasts, Alexa488-fibronectin deposition fluorescence, overnight. inhibition, % at 12.6 µM. 0.086% of 350,000 active;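 active = mean inhibition across replicates of 30% or more, regardless of how many single replicates reach that level; inconclusive = mean under 30% yet at least half of replicates reach 30%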;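 also: positive control wells lacked labelled fibronectin entirely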
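Schedule: 1 h cell adhesion before compound, then overnight fibronectin incubation; test system: AH1F fibroblast monolayer depositing Alexa488-labelled fibronectin into matrix; quantity: 10000 AH1F cells per well; probe or stimulus: fluorescent fibronectin at 24 nM final; signal: fluorescence, ex 485 nm, em 525 nm; evaluation: percent inhibition as loss of matrix-bound fibronectin fluorescence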
esBAF inh = SWI/SNF esBAF complex inhibition; AID 602393; 2% of 350,000 active; mouse ES cells, Bmi1-luciferase knock-in reporter, 24 h; 100% = twice the neutral-well signal; reporter increase, % at 12.5 µM; in the data active = activation above about 40%; inconclusive = no clear call, values can overlap the other calls;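 also: 0% = median of the plate's neutral control wells and 100% = double that signal; a rise in the Bmi1 reporter signal indicates esBAF inhibition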
Statin myotox sup = suppression of simvastatin myotoxicity | C2C12 myotubes + simvastatin, ATP luminescence, 48 h; scaled: DMSO 0, geranylgeraniol control 100 | AID 602340 | rescue of ATP level, % at 7.49 µM | 0.78% of 330,000 active;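 active = mean ATP rescue above about 67%, or every replicate alone reaching that limit, limit read from the data, passing the limit was not always enough; inconclusive = no clear call, values can overlap the other calls; inactive = mean under the limit and some replicate under it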;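 also: myotubes were challenged with 10 µM simvastatin during compound exposure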
LGR2 inh = inhibitors of bursicon-induced Drosophila LGR2 receptor cAMP signaling | 0.35% of 380,000 active | inhibition, % at 9.99 µM | HEK293 LGR2, CRE-luciferase, bursicon-stimulated, 4 h;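 active = drop in luminescence signal, shown as inhibition above about 50% in the replicate tests, limit read from the data, passing the limit was not always enough; inconclusive = probably only some replicates passing the limit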;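 also: agonist challenge used bursicon conditioned medium at about half maximal strength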
Numbers without * were called inactive; ? = inconclusive; . = not tested or not shown; & = joins results of further samples. Some of the compounds tested. The share of hits here may be higher or lower than overall.

SMILES | S100A4 inh HTS | CASP6 VEID inh | SIRT5 block | FN deposition inh | esBAF inh | Statin myotox sup | LGR2 inh
O=C(c1ccc([N+](=O)[O-])cc1[N+](=O)[O-])N1CCc2ccccc21 | 1 | 2 | -2 | 0 | 5 | 8 | 7
CC(=O)c1ccc(N2CCN(C(=O)c3ccc4c(=O)[nH]c5c(C(=O)NC6CCCC6)sc(=S)n5c4c3)CC2)cc1 | 16 | 2 | 6 | -1 | . | . | 9
CC(=O)Nc1ccc(S(=O)(=O)Nc2nc3ccc(C)cc3s2)cc1 | -4 | -1 | -3 | . | 1 | -2 | -2
COc1ccc(-c2c(C)nn3c(N4CCOCC4)cc(C)nc23)cc1OC | 1 | 2 | -1 | 4 | -5 | -4 | -8
C[C@H](O)C#Cc1ccc([C@@H]2[C@H](CO)N3CCCCN(C(=O)c4ccncc4)C[C@@H]23)cc1 | 3 | -1 | -1 | . | 6 | -4 | -3
CCOc1ccc(NS(=O)(=O)c2cccc(C(=O)NCC3(N(C)C)CCCCC3)c2)cc1 | -2 | 2 | 0 | 1 | . | . | -6
Cc1ccc2ncnc(Oc3ncccc3[N+](=O)[O-])c2c1 | -3 | -1 | -3 | 0 | 9 | 3 | -24
CC(C)(C)NC(=O)C(c1ccc(O)cc1)N(C(=O)Cn1nnc(-c2ccc(F)cc2)n1)c1ccccc1F (configuration not stated) | 0 | -3 | 2 | 9 | . | . | 13
Cc1ccccc1NC(=O)COc1ccc(Br)cc1C | 2 | 0 | . | -5 | . | . | -3
C[C@@H]1CN([C@H](C)CO)C(=O)Cc2cc(NS(C)(=O)=O)ccc2O[C@H]1CN(C)C(=O)Nc1ccc(C(F)(F)F)cc1 | -2 | 2 | 4 | . | -4 | -14 | 4
O=C1CCCC2=C1CC(C(=O)OCc1ccccc1)C(=O)N2Cc1ccccc1 (configuration not stated) | 5 | 0 | -10 | 1 | -6 | 0 | 6
Cc1ccc(/C=C2\C(=N)N3N=C(CC(=O)N4CCOCC4)SC3=NC2=O)o1 | -8 | 38* | 10 | -13 | -2 | 17 | -5
CCCN(C)C[C@H]1OCCCC[C@H](C)Oc2ccc(NC(=O)Cc3ccccc3)cc2C(=O)N([C@@H](C)CO)C[C@H]1C | 17 | -1 | -10 | . | -1 | -22 | -8
O=C(O)CC[C@@H](C(=O)O)N1C(=O)c2ccccc2C1=O | 3 | 1 | -8 | -7 | 2 | -2 | 4
O=C(Nc1ccccc1N1CCCC1)c1cc(Cl)ccc1Cl | -5 | 1 | 2 | -10 | . | . | .
O=C(c1cc(COc2cccc(C(F)(F)F)c2)on1)N1C[C@H]2CC[C@H]1C2 | 4 | 0 | 1 | -3 | 58* | -14 | -49
O=C(C[C@@H]1CC[C@@H]2[C@H](COC[C@H](O)CN2C(=O)c2ccncc2)O1)NCc1cc(F)cc(F)c1 | 4 | 1 | 3 | -12 | -4 | -8 | -9
CCOC(=O)COc1ccc2c(=O)c(-c3ccccc3)coc2c1 | 0 | 0 | . | -3 | -2 | -7 | -16
CN(C)CC(=O)Nc1ccc2c(c1)[C@@H]1C[C@H](CC(=O)NCC3CC3)O[C@H](CO)[C@@H]1O2 | -5 | -5 | 12 | 0 | 0 | -13 | -10
C[C@@H]1CN([C@H](C)CO)C(=O)CCCn2cc(nn2)CO[C@@H]1CN(C)C(=O)Nc1ccnc(N2CCOCC2)c1 | 13 | 0 | -7 | -2 | 1 | -15 | 14
COc1cccc(/C=N/Nc2cc(N3CCOCC3)ncn2)c1O | -4 | 1 | -8 | 13 | -42 | 11 | 25
COc1ccccc1NC(=O)N(C)C[C@@H]1Oc2ncc(C#CCC(C)C)cc2C(=O)N([C@H](C)CO)C[C@H]1C | 0 | 5 | -2 | . | -3 | 40 | -2
C[C@@H]1CN([C@@H](C)CO)S(=O)(=O)c2ccc(C#Cc3ccncc3)cc2O[C@@H]1CN(C)C(=O)C1CC1 | -17 | 1 | 0 | . | . | -9 | 8
COc1ccc(C(=O)N/N=C/c2ccc(N3CCOCC3)s2)cc1OC | 0 | 2 | 9 | 3 | 5 | -16 | -8
Cc1cc(NC(=O)CN(C)S(=O)(=O)c2ccc(-c3ccc(=O)[nH]n3)s2)ccc1Br | 9 | 3 | -7 | -4 | -8 | -26 | -5
Brc1ccc2nc(N3CCN(c4ccccc4)CC3)sc2c1 | -2 | 1 | -1 | 19 | 18 | 7 | -34
Cc1c(Cl)c([N+](=O)[O-])nn1CCCC(=O)Nc1cccc(Cl)c1 | . | . | . | 10 | -4 | 1 | 2
Cc1nc(N)sc1-c1csc(Nc2cccc(C(=O)O)c2)n1 | -13 | 20 | 27* | 7 | 2 | -9 | 15
O=C(O)c1ccc(-c2noc(-c3cccc(F)c3)n2)cc1 | -18 | 5 | . | 4 | 1 | -21 | -50
CN(C)C(=O)[C@]1(Cc2ccccc2N=[N+]=[N-])N=C(c2ccc(OCCCO)cc2)O[C@@H]1c1ccccc1 | 13 | 0 | 4 | . | . | . | .
COC(=O)c1ccc(S(=O)(=O)N2CCN(C(c3ccccc3)c3ccccc3)CC2)n1C | -2 | 0 | 3 | 6 | -3 | 17 | 12
O=C(C[C@@H]1CC[C@@H]2[C@H](COC[C@@H](O)CN2S(=O)(=O)c2ccc(Cl)cc2)O1)NCCN1CCCCC1 | -22 | 4 | 7 | -7 | . | . | -7
CCN(C(=O)COC(=O)c1cc(S(=O)(=O)N2CCOCC2)c(Cl)cc1Cl)C1CCS(=O)(=O)C1 (configuration not stated) | 2 | -5 | -3 | 3 | . | . | -23
C=C[C@H](OC)[C@@H](OC(=O)Nc1ccc(SC)cc1)c1ccc(OCCO)cc1 | 11 | 1 | 4 | . | . | . | .
O=S(=O)(NCC[C@H]1CC[C@H](NS(=O)(=O)c2cccc(Cl)c2)[C@@H](CO)O1)c1cccc(F)c1 | -8 | -1 | 0 | -14 | 4 | 12 | -12
CC(=O)NC1=NN(C(C)=O)C2(CCCC2)S1 | 2 | -11 | . | 3 | . | . | -4
c1ccc(C(Cc2nc(-c3ccncc3)no2)c2ccccc2)cc1 | . | . | . | -7 | 1 | -4 | .
Cc1noc(C)c1NC(=O)Nc1cccc2c1O[C@H](CN(C)S(=O)(=O)c1cn(C)cn1)[C@@H](C)CN([C@H](C)CO)C2=O | 4&-2 | 0&2 | -1&-5 | -9&3 | 2&1 | 14&-4 | 15&14
C[C@H](CO)N1C[C@H](C)[C@@H](CN(C)S(C)(=O)=O)Oc2ncc(-c3ccc(F)cc3)cc2C1=O | 23 | 7 | -4 | -16 | -5 | 2 | 7
O=C(NCC1CCCO1)c1cn(-c2ccccc2)nc1-c1ccccc1 (configuration not stated) | 8 | -2 | -2 | -7 | 5 | 35 | -22
CCOC(=O)C1(C)CCN1C(=O)c1ccc(C(C)(C)C)cc1 (configuration not stated) | -1 | -5 | 0 | 1 | -4 | -2 | -3
C/C(=N\NC(=O)C(C)Sc1ccccc1)C(C)(C)C (configuration not stated) | . | . | . | -4 | -8 | 1 | .
O=C(CCN1CCCO1)NC1CCCc2c1cnn2-c1ccccc1F (configuration not stated) | -1 | -8 | 1 | 8 | -3 | 9 | -16
C[C@@H]1CN([C@H](C)CO)C(=O)Cc2cc(NC(=O)CCN3CCOCC3)ccc2O[C@@H]1CN(C)Cc1ccc(C(=O)O)cc1 | . | . | . | 1 | 2 | -7 | 26
CC(=O)c1[nH]c(C)c(C(C)=O)c1C | . | . | . | -2 | -1 | -5 | .
Clc1nc(-c2ccccc2)ncc1Oc1ccccc1 | 0 | -2 | 1 | -2 | -6 | 4 | -28
Cc1ccc(-c2nn(-c3ccccc3)cc2/C=C/C(=O)Nc2cccc(S(N)(=O)=O)c2)cc1 | -2 | 0 | -3 | -4 | . | . | -1
COc1ccc(CCNC(=O)Cn2cnc3c(cnn3C(C)(C)C)c2=O)cc1OC | . | . | . | . | -1 | -6 | -13
Cc1ccc(C2(c3noc(CN4CCC(c5ccncc5)CC4)n3)CCCC2)cc1 | 4 | 1 | 1 | -1 | -6 | 12 | 14
COc1cc2nc(NCCCN3CCN(C)CC3)n3nc(-c4ccccc4)nc3c2cc1OC | . | . | . | -11 | -11 | 23 | .
CN(C)c1ccc(/C=C(\NC(=O)c2ccccc2)C(=O)NCCN2CCOCC2)cc1 | -19 | -2 | 2 | 5 | -9 | 11 | -11
CC(C)=CC(=O)OCc1cc([N+](=O)[O-])cc2c1OCOC2 | -6 | 1 | -5 | . | . | . | -47
COc1ccc(C(=O)N(C)CC(=O)Nc2cccc(F)c2)cc1S(=O)(=O)NC1CCCC1 | 18 | 2 | -5 | 3 | . | . | 4
COc1cc2c(cc1OC)/C(=C/C(=O)c1ccc(F)cc1)NCC2 | 0 | 44* | -4 | 5 | -11 | -5 | -11
COc1ccc(C(=O)Nc2cccc(C(=O)NCc3ccccc3)c2)cc1 | -3 | 0 | -5 | 3 | 19 | 6 | .
CC(Oc1ccc2ccccc2c1)C(=O)NNC(=O)Nc1ccccc1 (configuration not stated) | -2 | 2 | -3 | -1 | -3 | 3 | 8
O=C(CCN1C(=O)C2C3CCC(C3)C2C1=O)OCC(=O)c1ccc(Cl)cc1 (configuration not stated) | 1 | -1 | 1 | 0 | -13 | 0 | 5
CCC1CCCCN1C(=O)CSc1nc2ncccc2[nH]1 (configuration not stated) | 0 | -1 | -2 | -20 | -5 | -1 | -2
CS(=O)(=O)N1CCN(c2ccc(NC(=O)c3ccccc3)cc2)CC1 | -1 | . | . | -10 | . | . | -103
CCOC(=O)c1ccc(N2N=C(C)/C(=C/C=C/c3ccco3)C2=O)cc1 | . | . | . | 2 | 14 | -5 | .

Copied from the list.
`COc1cc2c(cc1OC)/C(=C/C(=O)c1ccc(F)cc1)NCC2` in CASP6 VEID inh reads 44*
`CS(=O)(=O)N1CCN(c2ccc(NC(=O)c3ccccc3)cc2)CC1` in S100A4 inh HTS reads -1
`COc1ccc(C(=O)Nc2cccc(C(=O)NCc3ccccc3)c2)cc1` in SIRT5 block reads -5
`CC(Oc1ccc2ccccc2c1)C(=O)NNC(=O)Nc1ccccc1` (configuration not stated) in CASP6 VEID inh reads 2
`CCC1CCCCN1C(=O)CSc1nc2ncccc2[nH]1` (configuration not stated) in FN deposition inh reads -20

Following part.
SMILES | S100A4 inh HTS | CASP6 VEID inh | SIRT5 block | FN deposition inh | esBAF inh | Statin myotox sup | LGR2 inh
CC(C)CNC(=O)C(=O)NCc1ccccc1 | -14 | -3 | 0 | -12 | -5 | 2 | 6
C=CCn1c(CCCNC(=O)C(C)(C)C)nc2ccccc21 | -3 | 0 | -6 | -1 | -6 | 20 | .
Cc1ccc(N2CCN(C(=O)N3CCCC3)CC2)cc1C | . | . | . | 0 | 4 | 6 | .
O=C(N[C@@H]1CC[C@H](CCn2cc(Cc3ccccc3)nn2)O[C@H]1CO)c1cnccn1 | ? | 0 | 4 | . | -2 | -4 | -5
COCCN1C[C@@H](CO)O[C@@H](n2cnc3c(NC4CC4)ncnc32)C1 | 1 | 0 | . | 6 | -5 | 9 | 7
O=C(CN1C(=O)NC2(CCc3ccccc32)C1=O)Nc1cccc(Cl)c1 (configuration not stated) | -4 | 1 | . | 1 | 8 | 8 | 11
C[C@@H]1CN([C@@H](C)CO)C(=O)Cc2cc(NC(=O)CCCN(C)C)ccc2O[C@H]1CN(C)S(=O)(=O)c1ccccc1 | 9 | 1 | -4 | 3 | 4 | -10 | -15
Cn1nnc(NC(=O)c2ccco2)n1 | . | . | . | 6 | 2 | -3 | .

Pulled by compound from above, 2 records:
SMILES | S100A4 inh HTS | CASP6 VEID inh | SIRT5 block | FN deposition inh | esBAF inh | Statin myotox sup | LGR2 inh
O=C(CN1C(=O)NC2(CCc3ccccc32)C1=O)Nc1cccc(Cl)c1 (configuration not stated) | -4 | 1 | . | 1 | 8 | 8 | 11
O=C(N[C@@H]1CC[C@H](CCn2cc(Cc3ccccc3)nn2)O[C@H]1CO)c1cnccn1 | ? | 0 | 4 | . | -2 | -4 | -5
